HTR2A ag – mouse Htr2a agonists via beta-arrestin recruitment, primary screen, cell-based, luminescence; 360,000 compounds, 0.66% hits; activation, % at 7.6 µM; 5-hydroxytryptamine receptor 2A (Mus musculus), P35363; CHO-K1 mHTR2A beta-arrestin complementation; percent of 30 µM serotonin response;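 active means activation above a run cutoff, the mean activation of all tested compounds plus 3 SD, cut at about 14% in these data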;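 further: 0% = plate median of compound wells and 100% = 30 µM serotonin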
Target sequence (P35363 whole entry, looked up): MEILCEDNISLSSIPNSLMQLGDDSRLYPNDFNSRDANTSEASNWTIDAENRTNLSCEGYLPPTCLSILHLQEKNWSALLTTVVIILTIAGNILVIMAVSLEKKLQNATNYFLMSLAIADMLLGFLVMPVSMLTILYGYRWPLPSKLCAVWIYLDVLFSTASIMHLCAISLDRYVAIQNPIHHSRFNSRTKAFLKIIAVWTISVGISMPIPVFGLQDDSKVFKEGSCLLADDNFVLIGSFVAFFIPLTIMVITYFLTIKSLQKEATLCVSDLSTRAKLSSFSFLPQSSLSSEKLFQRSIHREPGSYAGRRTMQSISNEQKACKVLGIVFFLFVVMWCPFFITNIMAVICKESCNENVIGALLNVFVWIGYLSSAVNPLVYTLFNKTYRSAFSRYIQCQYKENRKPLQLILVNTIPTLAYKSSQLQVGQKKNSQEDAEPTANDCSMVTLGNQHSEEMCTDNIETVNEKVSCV
Cardio protect – cardioprotection against H2O2-induced cell death, primary screen, uHTS, H9c2 cells, ATPLite luminescence. protection from H2O2 cell death, % at 20 µM. H9c2 cardiomyocytes, H2O2 injury protection, 2 h. 360,000 compounds, 0.63% hits;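 active means compounds giving at least 50% protection of heart cells from peroxide-induced death in the single-dose screen, raw or plate-pattern-corrected value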;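 further: 0% = DMSO wells with peroxide and 100% = DMSO wells without peroxide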
Vif inh – HIV Vif self-association inhibitors, primary screen, imaging, HEK293T, single point; inhibition, % at 7.49 µM; AID 602346, 2012; HEK293T cells, Vif self-association by quenched fluorescence, 24 h; 340,000 compounds, 0.35% hits; in the data active means inhibition above about 50%, passing the limit was not always enough; further: some results filed as inactive read as strong as hits
ABCB6 inh MLPCN – ABCB6 transporter inhibitors, primary screen, K562-ABCB6 cells, flow cytometry, MLPCN library; ATP-binding cassette sub-family B member 6 (Homo sapiens), Q9NP58; K562-ABCB6 porphyrin accumulation, 1 h; stronger effect = lower value; fluorescence ratio to DMSO, % at 10 µM; 360,000 compounds, 0.19% hits; AID 602162, 2011;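 active means fluorescence ratio to DMSO below 75%, the collection mean minus 3 SD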;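 further: signal is porphyrin accumulated inside mitochondria; 100% equals median channel fluorescence of DMSO control wells; lower ratio means ABCB6 inhibition with less porphyrin fluorescence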
iPSC survival up – enhancers of single-cell hiPSC survival, primary screen, ATPlite luminescence; 100% = ROCK inhibitor wells, 0% = DMSO; survival enhancement, % at 20 µM; 360,000 compounds, 0.044% hits; AID 602274, 2012; in the data active means survival enhancement above about 18%;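 further: cells exposed to compounds for 16 hours before the ATP read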
Exocytosis inh – LAMP-1 surface exposure blockers, TALL-104 cells – cell-based, flow cytometry, MLPCN library, primary screen; inhibition, % at 10 µM; 360,000 compounds, 0.66% hits; TALL-104 LAMP-1 surface exposure; cells stimulated with thapsigargin and PMA;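 active means inhibition above about 55%, limit read from the data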
CaV13 ICDI inh – Primary screen for inhibitors of IQ motif and Ca2+-dependent inactivation inhibitor domain binding in CACNA1D, Förster resonance energy transfer in living cells, … | HEK cells, CFP/YFP FRET ICDI-IQ, plate reader, 10 min; percent FRET-ratio fall versus neutral wells | inhibition, % at 12.3 µM | 340,000 compounds, 0.098% hits;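 active means mean replicate inhibition of at least 30% and at least 1% of replicates passing that level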;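 further: 0% = median of the neutral control wells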
Glyco luc inh – increase of ERlucT glycosylation luciferase signal, primary screen, N-linked glycosylation inhibitor project, D54 ERlucT cells, luminescence, set 2. D54 ERlucT glycosylation luciferase reporter, 24 h; percent of 100 nM tunicamycin response. reporter increase, % at 12.5 µM. 360,000 compounds, 0.23% hits;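 active means mean luciferase reporter signal, scaled so untreated is 0 and the glycosylation-blocking control 100, at or above a set limit in every replicate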;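 further: luciferase carries N-glycosylation sites so blocking glycosylation raises the light; 0% = median of neutral control wells and 100% = median of 100 nM tunicamycin wells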
PDI inh – inhibitors of human PDI, primary screen, biochemical, turbidity, single point, plate reader | 350,000 compounds, 0.052% hits | AID 588391, 2011 | PDI insulin aggregation turbidity, A650, 90 min | inhibition, % at 10 µM;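 active means mean inhibition across replicates of 30% or more, whatever share of single replicates reach that level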;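 further: absorbance from insulin aggregation driven by PDI reduction with DTT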
Target sequence (P07237 whole entry, looked up): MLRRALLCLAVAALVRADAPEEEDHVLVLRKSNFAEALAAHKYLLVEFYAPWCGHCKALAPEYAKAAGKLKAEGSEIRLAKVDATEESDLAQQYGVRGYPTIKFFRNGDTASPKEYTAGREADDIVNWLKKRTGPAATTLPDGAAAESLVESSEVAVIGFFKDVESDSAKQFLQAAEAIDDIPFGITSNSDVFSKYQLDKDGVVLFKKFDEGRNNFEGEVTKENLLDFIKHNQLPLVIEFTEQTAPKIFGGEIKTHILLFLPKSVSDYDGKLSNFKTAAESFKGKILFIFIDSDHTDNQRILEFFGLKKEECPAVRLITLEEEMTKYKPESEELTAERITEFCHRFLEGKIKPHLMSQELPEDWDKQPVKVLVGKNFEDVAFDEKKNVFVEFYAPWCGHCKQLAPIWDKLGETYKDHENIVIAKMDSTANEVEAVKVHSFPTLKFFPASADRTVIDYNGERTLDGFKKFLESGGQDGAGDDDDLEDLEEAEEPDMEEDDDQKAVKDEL
aDG glyco act – activators of alpha-DG glycosylation, primary screen, uHTS, Pro5-aDG cells, AlphaScreen. 360,000 compounds, 0.22% hits. AID 624168, 2012. activation, % at 10 µM. alpha-DG glycosylation AlphaScreen (IIH6); 0% Pro5, 100% B10-LARGE cell signal;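 active means activation of at least 8% versus controls, or a plate z-score of at least 8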;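 further: Pro5 are CHO cells carrying HIG-tagged alpha-DG that lacks glycosylation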
Starred values were filed as active, the others as inactive; nt = not tested or not shown. Not a hit list; any-hit rate near 3.1%.

SMILES	HTR2A ag	Cardio protect	Vif inh	ABCB6 inh MLPCN	iPSC survival up	Exocytosis inh	CaV13 ICDI inh	Glyco luc inh	PDI inh	aDG glyco act
CCc1c2ccccc2nn1-c1ccccc1C(=O)C(C)=O	3	6	-3	96	0.5	18	-21	3	-3	0.1
CC(C)(C)c1cc(C(=O)Nc2cccc3ccccc23)ccn1	4	-4	-16	99	-0.4	0	-5	-3	14	-0.1
CC(C)(C)c1ccc(C(=O)N2CCC(C(=O)NCC3CCCO3)CC2)cc1 (centres undefined)	-2	-3	0	96	2.2	4	-6	1	5	0.0
Cn1c(Cl)c(C(=O)Nc2ccccc2)c2ccccc21	-6	-9	4	96	-0.2	2	-7	1	-6	0.7
COc1cc(NC(=O)CCCNC(=O)Cn2cnc3sc4c(c3c2=O)CCCC4)cc(OC)c1OC	-4	3	-12	96	0.8	-3	-5	-2	-6	1.4
CC(=O)N1CCN(C(=O)c2cc3ccccc3o2)CC1	-1	2	24	104	-0.3	-2	-5	2	5	0.1
O=C(CCn1nnc2ccccc21)NNC(=O)C1CCCCC1	0	7	0	103	0.4	-2	-5	3	7	-0.5
CC(C)(C)NC(=O)CSc1nc(-c2ccc(F)cc2)cs1	1	-19	0	83	-0.6	-2	-2	-7	15	-0.1
CN(C)c1ccc(/C=C/c2c([N+](=O)[O-])c(=O)n(C)c(=O)n2C)cc1	-1	4	-1	96	-0.3	6	-19	-2	-1	0.2
CCN(CC)C(=O)C1CCCN(Cc2ccc(F)c(F)c2)C1 (centres undefined)	4	0	10	109	0.5	-4	-4	1	0	0.0
CCN(c1ccccc1)S(=O)(=O)c1ccc(C(=O)Nc2nnc(C3CC3)o2)cc1	-1	23	1	102	-2.3	13	-4	1	-2	0.8
S=c1[nH]nc(-c2cc(-c3ccsc3)n[nH]2)n1-c1cccc2ccccc12	-1	2	4	111	-1.0	-10	-3	9	-1	-0.2

Compound profiles, as listed above.
Cn1c(Cl)c(C(=O)Nc2ccccc2)c2ccccc21 is listed as HTR2A ag = -6; Cardio protect = -9; Vif inh = 4; ABCB6 inh MLPCN = 96; iPSC survival up = -0.2; Exocytosis inh = 2; CaV13 ICDI inh = -7; Glyco luc inh = 1; PDI inh = -6; aDG glyco act = 0.7
CCN(CC)C(=O)C1CCCN(Cc2ccc(F)c(F)c2)C1 (centres undefined) is listed as HTR2A ag = 4; Cardio protect = 0; Vif inh = 10; ABCB6 inh MLPCN = 109; iPSC survival up = 0.5; Exocytosis inh = -4; CaV13 ICDI inh = -4; Glyco luc inh = 1; PDI inh = 0; aDG glyco act = 0.0

New compounds follow.
SMILES	HTR2A ag	Cardio protect	Vif inh	ABCB6 inh MLPCN	iPSC survival up	Exocytosis inh	CaV13 ICDI inh	Glyco luc inh	PDI inh	aDG glyco act
COc1cccc(-c2nc(-c3ccc(NC(=O)c4cccs4)cc3)no2)c1	2	10	-16	nt	0.0	-3	nt	1	3	0.5
NS(=O)(=O)c1ccc(CNc2ncnc3sccc23)cc1	3	-3	-11	173	-0.1	-5	-7	0	-3	0.8
Cn1c(=O)c2c(nc(NCCNC(=O)c3ccco3)n2Cc2ccccc2)n(C)c1=O	2	3	0	98	-0.4	-5	-2	5	-5	0.3
CC(=O)Nc1ccc(OCC(=O)N2CCC(Cc3ccccc3)CC2)cc1	-1	-6	-13	101	0.0	0	-7	-4	7	0.1
Cc1ccc(S(=O)(=O)N/N=C/c2cccn2-c2ccc(Cl)cc2)cc1	-2	2	3	127	-0.1	-1	nt	-3	-3	0.0
CCC(c1nc2ccccc2c(=O)n1-c1cccnc1)N1C(=O)c2ccccc2C1=O (centres undefined)	-4	3	-4	96	1.4	6	-9	-1	-5	-0.2
CC(=O)N1CCN(S(=O)(=O)c2cccc(C(=O)OCC(=O)Nc3c(Cl)cccc3C(F)(F)F)c2)CC1	-15	1	-4	101	-0.5	0	-5	1	7	-0.1
Cc1ccsc1/C=N/N1CCN(c2ccccn2)CC1	-3	2	-2	97	0.0	-18	-18	-2	-7	0.2
CCOc1cc(/C=N/NC(=O)C(=O)NCCCOC(C)C)cc(Br)c1O	3	-3	-6	97	0.6	-12	-8	-1	-6	-0.2
Cc1ccc(C)c(N(CC(=O)NCc2ccco2)C(=O)CNS(=O)(=O)c2ccc(F)cc2)c1	3	-2	-3	95	-0.4	15	-2	1	6	0.0
COc1cc(OC)c(OC)cc1CNC1CCCCCC1	0	-3	-6	103	0.2	1	-8	2	-3	-0.1
COc1ccc(CCNC(=O)c2cccs2)cc1OC	2	2	9	94	-0.5	-3	-7	2	3	0.4
CC1(C)OC(=O)C2=C(C[C@@H](C3CC3)O[C@H]2c2ccc(Cl)cc2)O1	4	nt	nt	128	-0.1	2	-8	nt	nt	-0.1
CCC(c1nnc(SCC(=O)NCCc2ccc(OC)c(OC)c2)n1Cc1ccccc1)N(C)C (centres undefined)	1	2	-5	91	1.0	-8	8	0	2	0.4
Cn1cc(Br)c(C(=O)NC2CCCCCC2)n1	-2	-3	21	93	-0.5	-1	-7	1	4	0.1
Cc1nc(C)c(C(=O)Nc2ncc([N+](=O)[O-])s2)o1	3	-16	1	87	0.2	2	-7	-22	0	0.0
C/C(=C\C(=O)c1ccc(Br)cc1)Nc1ccc(Cl)cc1	2	12	3	110	-0.9	0	-20	0	4	-0.3
Cc1cc(C)n(-c2nc(-c3cccc(Cl)c3)cs2)n1	1	-17	28	92	3.2	2	nt	1	1	0.3
Cc1cnc(C(=O)NC(C)CCc2ccccc2)cn1 (centres undefined)	-3	-10	5	102	0.8	0	-5	-1	6	0.4
CC(=O)c1cnc(Nc2ccccc2)s1	0	-5	7	96	-3.0	0	-5	-1	-7	0.4
Cn1c(=O)n(CC(=O)OCc2ccccc2)c(=O)c2c1nc1n2CCCN1C1CCCCC1	-6	25	-4	95	1.9	5	nt	2	-4	0.1
Cc1c(C(=O)N(C)C)c2cc(Cl)ccc2n1O	3	-2	6	98	-1.4	-2	-1	2	23	-0.1
CCN(CC)CCn1c2c(c(SCC(=O)Nc3nc4ccccc4s3)nc1=O)CCC2	-2	0	-5	103	-0.5	0	-6	-1	-6	0.4
S=C(Nc1ccccc1)Nc1ccc(Br)cn1	-4	1	-2	101	-0.7	-7	6	2	-7	0.0
Nc1nc2c(c(=O)[nH]1)CN(Cc1ccccc1)CC2	4	2	0	92	3.5	-9	-10	3	5	0.0
Cc1ccccc1/C=N/Nc1nc2ccccc2c(=O)n1O	6	13	-5	102	-0.4	-4	-5	0	18	-0.1
COc1ccc(-c2cc(C(F)(F)F)n3ncc(C(=O)NCC4CCCO4)c3n2)cc1OC (centres undefined)	7	10	13	64*	-1.5	-2	nt	2	1	-0.3
CCOc1ccccc1C1C(C#N)=C(N)N(N(C)C)C2=C1C(=O)CCC2 (centres undefined)	-1	6	-4	95	1.1	-9	-4	1	5	0.2
CCc1[nH]nc(C(=O)N2CCCC(C(=O)c3cccc(C(F)(F)F)c3)C2)c1C (centres undefined)	0	-12	-4	95	0.2	-3	-4	-2	9	0.3
c1cnc(SCCCOc2ccc3ccccc3c2)nc1	-6	-20	4	98	-2.5	2	-4	-3	-1	-0.1
O=C(COC(=O)COc1ccccc1F)Nc1ccc2c(c1)OCO2	-8	0	4	99	-0.6	-1	-5	2	-3	-0.2
CCOC(=O)C1CCCN(C(=O)CCCn2nnnc2CN2CCOCC2)C1 (centres undefined)	3	4	-4	104	-0.3	1	-5	3	2	0.0
COc1ccccc1C1CC(=O)NC(C)=C1C(=O)OCC(C)C (centres undefined)	-1	-9	-13	111	-1.1	-1	-1	3	2	-0.1
CN(CC(=O)Nc1ccc(Cl)c(S(=O)(=O)N2CCOCC2)c1)C(=O)c1ccc(C#N)cc1	-2	4	3	104	-0.9	0	-2	0	18	0.1
COCC(C)n1c(C)cc(C(=O)CSc2nnnn2-c2ccc(O)cc2)c1C (centres undefined)	0	6	1	100	1.3	0	24	-3	4	-1.2
Cc1cccc(Nc2ncnc3c2cnn3C)c1	4	3	-12	98	1.6	-7	1	0	0	0.1
Cn1c(Cn2c(=O)sc3ccccc32)nnc1SCc1ccccn1	0	0	3	98	3.3	-3	-10	1	10	-0.1
CCCCNC(=O)C(Cc1ccccc1)NS(=O)(=O)c1ccc2c(c1)c(=O)n(C)c(=O)n2C (centres undefined)	-7	17	nt	103	0.9	-4	-6	-1	6	-0.3
Cn1nc(C(F)(F)F)c(-c2cccc(C(F)(F)F)c2)c1NC(=O)c1cccnc1	-1	0	0	101	-0.8	-3	-5	2	4	0.0
CC(C)(C)c1nc2scc(-c3ccc(Br)cc3)c2c(=O)o1	-1	3	12	102	0.1	-1	-5	-2	1	0.4
Cc1ccc2nc(-c3ccncc3)cc(C(=O)NCCc3ccc(F)cc3)c2c1	-3	11	0	91	-0.3	-1	-3	1	5	0.0
Cc1c(NS(=O)(=O)c2ccc(NC3CCCC3)c([N+](=O)[O-])c2)c(=O)n(-c2ccccc2)n1C	2	-2	4	97	-0.8	-1	-5	0	0	0.1
CCOc1ccc(/C=C/C2=CC(C)(C)NC(=S)N2)cc1	5	-19	-7	96	-1.2	-3	-17	1	-5	3.5
CCCn1c(N)c(N(CCOC)C(=O)CCC2CCCCC2)c(=O)[nH]c1=O	1	15	-2	101	-0.3	3	-2	4	-2	-0.2
COc1cc(S(=O)(=O)Nc2ccccc2C)ccc1NC(=O)c1ccncc1	-3	-4	-2	105	0.4	7	-2	-2	-2	-0.3
CN(c1ccccc1)c1nccc(=O)[nH]1	-2	-5	0	99	0.1	11	-3	0	-1	-0.2
OCC[C@H]1C[C@@H](O)[C@H](O)[C@]2(CCCO2)O1	-21	-3	nt	103	-4.4	-2	-11	0	2	0.0
C=CCN(C(=O)c1csnn1)C(C(=O)NCc1ccccc1)c1c(F)cccc1Cl (centres undefined)	3	4	-8	97	0.4	-20	-2	2	4	0.0
CCc1nc2ccc(C(=O)N3CCN(c4ccc([N+](=O)[O-])cc4)CC3)cc2nc1CC	7	-3	0	100	-0.1	24	-15	1	10	0.3
COc1ccccc1NC(=O)CN1CCCCC1	-3	4	-2	98	-1.0	-2	-4	-1	0	0.0
Cc1ccccc1NC(=S)NC(=O)/C=C/c1ccco1	7	0	5	106	0.0	4	-2	1	-3	0.0
CCCCCOc1ccc(/C=C/C(=O)NCCc2nc3ccccc3[nH]2)cc1OC	-1	8	-16	90	-0.8	-9	-4	-6	18	-0.3
Cc1onc(-c2ccccc2Cl)c1C(=O)N1C=CC(C(F)(F)F)=NCC1	-2	3	-7	98	3.8	1	-2	1	-1	0.0
CCCCn1c(O)c(C=NCCCN(C)C)c(=O)[nH]c1=O	1	1	nt	108	4.8	-2	nt	1	5	0.1
CC1CN(C(=O)c2cccc(S(=O)(=O)Nc3cc(Cl)ccc3Cl)c2)CC(C)O1 (centres undefined)	4	0	-5	99	-0.5	2	-4	1	1	-0.3
